Bioassay records: PubChem BioAssay, several laboratories
NTR1 agonist – NTR1-driven beta-arrestin-GFP spot formation – imaging, U2OS cells, high content, primary screen (AID 493036). agonist mode. activation, % at 20 µM. hit rate 0.17% among 330,000;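 active = activation at or above 40% of the spot to cytoplasm intensity ratio, with at least 20 cells analyzed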;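 note: 0% = DMSO without peptide and 100% = 100 nM NTR1 peptide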
Target sequence (P30989 whole entry, looked up): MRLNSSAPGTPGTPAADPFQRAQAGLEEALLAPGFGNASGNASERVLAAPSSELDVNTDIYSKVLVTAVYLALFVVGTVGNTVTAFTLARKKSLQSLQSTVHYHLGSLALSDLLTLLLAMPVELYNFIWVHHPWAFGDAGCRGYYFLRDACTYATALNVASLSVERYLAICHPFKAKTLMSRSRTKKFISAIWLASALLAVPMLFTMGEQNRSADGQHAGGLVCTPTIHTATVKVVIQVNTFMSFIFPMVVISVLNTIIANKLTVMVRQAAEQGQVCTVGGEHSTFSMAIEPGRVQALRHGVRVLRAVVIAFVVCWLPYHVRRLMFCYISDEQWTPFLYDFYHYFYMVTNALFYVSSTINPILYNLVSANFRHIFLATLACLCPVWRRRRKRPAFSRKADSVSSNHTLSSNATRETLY
GPR55 beta-arrestin – selective activators of receptor GPR55 – imaging, U2OS cells, beta-arrestin-GFP redistribution, primary screen (AID 1961); U2OS GPR55 beta-arrestin-GFP redistribution imaging; higher % means a stronger effect; hit rate 0.048% among 290,000; activation, % at 10 µM; hits with a dose series show EC50 in µM;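 active = activation above 40% with more than 50 cells counted in the well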;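 note: U2OS osteosarcoma cells stably expressing GPR55 and beta-arrestin-GFP; plate controls were DMSO negative control for no effect and LPI positive control for full effect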
SV40 large T antigen – TAg ATPase/helicase activity blockers – biochemical (AID 1903). SV40 large T antigen ATPase/helicase inhibition assay; higher % means a stronger effect. inhibition, % at 20 µM; hits with a dose series show IC50 in µM. hit rate 0.39% among 310,000; in the data active = a potency from the dose series; note: strong numbers were not always called active
Rac1 GTP hydrolysis – MgcRacGAP GTPase-activating activity inhibitors, confirmation, biochemical, ADP Hunter fluorescence; MgcRacGAP-stimulated Rac1 GTP hydrolysis, ADP Hunter fluorescence; higher % means a stronger effect; GST-tagged Rac1 F28L mutant substrate; inhibition, % at 30 µM; hits with a dose series show IC50 in µM; hit rate 0.6% among 340,000;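 active = first-screen hits whose inhibition reached a set limit at any dose in the follow-up dose series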;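 note: fluorescence reports GDP produced by GAP-driven GTP hydrolysis; strong numbers were not always called active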
AID2073 – disruptors of CaV2.2 binding to Mint1 – biochemical, HTRF (AID 2073) | HTRF protein-protein interaction, Mint1-CaV2.2; higher % means a stronger effect | one-dose inhibition, % at 20 µM; IC50 in µM for titrated hits | hit rate 0.19% among 290,000; in the data active = inhibition mostly above about 51%, no sharp cut-off; note: some results filed as inactive read as strong as hits
Yfh1-depleted yeast – enhancers of respiration in Yfh1-depleted yeast, dose response, Friedreich's ataxia, plus single-dose screen (AID 1465); S. cerevisiae Yfh1-off respiration, WST-1 reduction, 72 h; higher fold induction means a stronger effect; fold induction at 50 µM, or EC50 in µM where a hit was titrated; hit rate 0.074% among 220,000;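 active = fold induction of absorbance versus untreated yeast above a set limit, then at least 30% activation at any dose in follow-up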;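 note: activators that raise dye reduction in frataxin-depleted yeast; strong numbers were not always called active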
Dengue-2 NS5 capping – Dengue-2 NS5 methyltransferase inhibitors, primary screen, biochemical, confirmation dose response (AID 588689). hit rate 0.3% among 340,000. Dengue-2 NS5 methyltransferase capping enzyme assay, biochemical; higher % means a stronger effect. inhibition, % at 25 µM; hits with a dose series show IC50 in µM; in the data active = a potency from the dose series
GPR55 antagonists – GPR55 antagonists blocking LPI-driven arrestin recruitment, primary screen, imaging, U2OS, beta-arrestin-GFP, LPI agonist (AID 2013) | U2OS GPR55 beta-arrestin-GFP translocation imaging, LPI antagonism; higher % means a stronger effect | inhibition, % at 10 µM; hits with a dose series show IC50 in µM | hit rate 0.13% among 290,000;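 active = spots per cell inhibited over 60%, with over 100 cells counted and total cytoplasm intensity under 500,000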;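 note: U2OS cells stably carrying GPR55 and arrestin-GFP stimulated by 5 µM LPI near EC80; imaged beta-arrestin-GFP aggregate spots per cell after agonist stimulation; plate controls were LPI-stimulated DMSO wells for no effect and DMSO wells without LPI for full effect; some results filed as inactive read as strong as hits; confirmed hits need IC50 under 10 µM and bright autofluorescent wells are also inconclusive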
GPR35 antagonists – GPR35 antagonists blocking zaprinast-driven arrestin recruitment, primary screen, imaging, U2OS, beta-arrestin-GFP, zaprinast agonist (AID 2058); U2OS GPR35 beta-arrestin-GFP translocation imaging, zaprinast antagonism; higher % means a stronger effect; hit rate 0.052% among 290,000; inhibition, % at 10 µM, or IC50 in µM where a hit was titrated;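 active = inhibition of at least 50% with at least 30 cells and total cytoplasm GFP at most 10,000,000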
NTR1 agonist cell count 20 µM – also measured in NTR1 agonist; calls as there; cell count; measured here: cell count, cytotoxicity flag
Numbers without * were called inactive; i = inactive; nt = no result given.

Values run as follows: NTR1 agonist, NTR1 agonist cell count 20 µM, GPR55 beta-arrestin, SV40 large T antigen, Rac1 GTP hydrolysis, AID2073, Yfh1-depleted yeast, Dengue-2 NS5 capping, GPR55 antagonists, GPR35 antagonists
1	O=C(c1ccccc1)N1CCN(c2ncnc3sc4c(c23)CCC4)CC1
    7.4, 92, 0.1%, 12%, 11%, 2%, i, -12%, -12%, -4%
2	COCCCN1C(=O)C(=O)/C(=C(/O)c2ccc(S(=O)(=O)N3CCOCC3)cc2)C1c1ccc(C(C)C)cc1 (stereo not drawn)
    0.2, 55, -0.2%, 9%, 6%, 7%, nt, -3%, 8%, -4%
3	O=C(NCCCNc1ccc(C(F)(F)F)cc1[N+](=O)[O-])c1ccc(Cl)cc1
    5.4, 57, 0.2%, 11%, 6%, -3%, i, 1%, 12%, 26%
4	CN(c1ccccc1)S(=O)(=O)c1cccc(C(=O)Nc2nccs2)c1
    1.4, 52, -0.2%, -1%, 5%, -2%, i, -6%, -10%, -13%
5	O=C(NCc1ccncc1)C(=O)NCC(c1ccco1)N1CCN(c2ccccc2F)CC1 (stereo not drawn)
    1.9, 76, 0.0%, 13%, 4%, 9%, i, 6%, 10%, -13%
6	COc1ccc2[nH]c(C(=O)N(C)c3ccc(F)cc3F)cc2c1
    0.5, 59, 0.6%, 6%, 0%, 8%, i, -9%, -4%, -2%
7	OCc1nc2ccccc2n1CCCCOc1ccccc1
    0.2, 64, nt, 1%, 10%, nt, nt, 4%, nt, nt
8	COc1ccc(CNC(=O)C(OC(=O)c2ccco2)c2ccccc2F)cc1 (stereo not drawn)
    0.8, 44, -0.4%, 5%, 6%, -11%, nt, -10%, 9%, 15%
9	Cc1cc(C(=O)COC(=O)CC2Sc3ccccc3NC2=O)c(C)n1-c1ccccc1 (stereo not drawn)
    3.9, 94, 0.9%, 22%, 10%, 15%, i, -3%, 6%, -6%
10	COc1ccc(S(=O)(=O)Cc2ccc(C(=O)NCc3ccco3)o2)cc1
    2.6, 54, -0.2%, 6%, 0%, -2%, i, -5%, 7%, 8%
11	Cc1nc(C(F)(F)F)nc(Nc2ccc(N=Nc3ccccc3)cc2)c1C#N
    1.4, 46, -0.3%, 19%, -5%, 8%, i, -3%, 10%, -2%
12	CC1CN(C(=O)c2cc3cc([N+](=O)[O-])ccc3s2)CC(C)O1 (stereo not drawn)
    0.0, 50, -0.1%, 10%, 9%, -6%, i, -10%, -7%, -2%
13	NC(=O)c1ccsc1NC(=O)COC(=O)CSc1ccc(Cl)cc1
    2.8, 49, -0.2%, 5%, 10%, 21%, i, -4%, -7%, -6%
14	COc1cc(/C=C2/C(=O)N(C)C(=S)N2C)ccc1OCc1cccc(F)c1
    13, 55, 0.4%, 19%, 8%, 3%, nt, 5%, 6%, -7%
15	COc1ccc(N=C2S/C(=C\c3ccc(OC(C)C(=O)O)c(OC)c3)C(=O)N2CCc2c[nH]c3ccccc23)cc1 (stereo not drawn)
    7.3, 89, 0.7%, 18%, 14%, 16µM*, i, 2%, 17%, -11%
16	COc1ccc(Nc2nc(OC)nc(N3CCOCC3)n2)cc1
    0.5, 54, -0.1%, 8%, 8%, -3%, i, -10%, 8%, 0%
17	C=CCn1c(-c2cnn(-c3ccccc3)c2N)n[nH]c1=S
    0.0, 37, -0.2%, 23%, 16%, -28%, i, -5%, -18%, 2%
18	COCCN(C(=S)Nc1ccccc1OC)C1CCN(C(C)C)CC1
    0.1, 60, -0.4%, 5%, 2%, -19%, i, 1%, -2%, -4%
19	CC(C)C(OC(=O)Cn1nnc2ccccc21)C(=O)NC1CCCC1 (stereo not drawn)
    -0.7, 54, 0.7%, 8%, 7%, 2%, nt, 0%, 44%, 11%
20	COCCSc1ccccc1C(=O)NCc1ccc2c(c1)OCO2
    0.3, 66, 0.0%, 12%, 3%, -25%, i, 1%, 21%, 16%
21	CNC(=O)c1ccsc1NC(=O)c1ccc2c(c1)CCCC2
    22, 80, 1.0%, 15%, 4%, 7%, nt, -1%, 22%, 8%
22	COc1cccc(Nc2nc(-c3sc(NC(=O)c4ccccc4)nc3C)cs2)c1
    3.4, 45, 0.6%, 18%, 6%, 10%, i, -32%, 17%, -8%

Ten compounds out of the list, sorted by number of heavy atoms, descending:
Values run as follows: NTR1 agonist, NTR1 agonist cell count 20 µM, GPR55 beta-arrestin, SV40 large T antigen, Rac1 GTP hydrolysis, AID2073, Yfh1-depleted yeast, Dengue-2 NS5 capping, GPR55 antagonists, GPR35 antagonists
15	COc1ccc(N=C2S/C(=C\c3ccc(OC(C)C(=O)O)c(OC)c3)C(=O)N2CCc2c[nH]c3ccccc23)cc1 (stereo not drawn)
    7.3, 89, 0.7%, 18%, 14%, 16µM*, i, 2%, 17%, -11%
22	COc1cccc(Nc2nc(-c3sc(NC(=O)c4ccccc4)nc3C)cs2)c1
    3.4, 45, 0.6%, 18%, 6%, 10%, i, -32%, 17%, -8%
11	Cc1nc(C(F)(F)F)nc(Nc2ccc(N=Nc3ccccc3)cc2)c1C#N
    1.4, 46, -0.3%, 19%, -5%, 8%, i, -3%, 10%, -2%
14	COc1cc(/C=C2/C(=O)N(C)C(=S)N2C)ccc1OCc1cccc(F)c1
    13, 55, 0.4%, 19%, 8%, 3%, nt, 5%, 6%, -7%
10	COc1ccc(S(=O)(=O)Cc2ccc(C(=O)NCc3ccco3)o2)cc1
    2.6, 54, -0.2%, 6%, 0%, -2%, i, -5%, 7%, 8%
19	CC(C)C(OC(=O)Cn1nnc2ccccc21)C(=O)NC1CCCC1 (stereo not drawn)
    -0.7, 54, 0.7%, 8%, 7%, 2%, nt, 0%, 44%, 11%
13	NC(=O)c1ccsc1NC(=O)COC(=O)CSc1ccc(Cl)cc1
    2.8, 49, -0.2%, 5%, 10%, 21%, i, -4%, -7%, -6%
16	COc1ccc(Nc2nc(OC)nc(N3CCOCC3)n2)cc1
    0.5, 54, -0.1%, 8%, 8%, -3%, i, -10%, 8%, 0%
21	CNC(=O)c1ccsc1NC(=O)c1ccc2c(c1)CCCC2
    22, 80, 1.0%, 15%, 4%, 7%, nt, -1%, 22%, 8%
17	C=CCn1c(-c2cnn(-c3ccccc3)c2N)n[nH]c1=S
    0.0, 37, -0.2%, 23%, 16%, -28%, i, -5%, -18%, 2%
